DTT redox prof: compounds producing H2O2 with reducing agent – biochemical, NIH compound library profiling, artefact control for MLSCN library redox annotation, primary screen | actives 0.03% (n = 200,000) | activation, % at 10 µM | DTT-dependent redox cycling H2O2, phenol red/HRP absorbance; 100% = 100 µM peroxide control, 0% = buffer;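 active = activation of at least 50% relative to the plate's high and low controls in the primary single-dose screen; inactive = activation below 50%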;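 note: compound incubated with DTT at 0.8 mM final as the reducing agent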
NF-kB expr up: raises NF-kB expression in human neuronal cells; fold change at 12.5 µM; NF-kB reporter expression; hits give high values; AID 1239; actives 1.6% (n = 190,000); in the data active = fold change above about 3.3
FLuc inhib CS: inhibits firefly luciferase, flagging false hits in luciferase inhibition screens. ATPLite firefly luciferase biochemical luminescence, 10 min. inhibition, % at 10 µM. actives 1.5% (n = 200,000). AID 1006;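 active = inhibition above about 50% when tested at 10 µM, limit read from the data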
Target sequence (P08659 whole entry, looked up): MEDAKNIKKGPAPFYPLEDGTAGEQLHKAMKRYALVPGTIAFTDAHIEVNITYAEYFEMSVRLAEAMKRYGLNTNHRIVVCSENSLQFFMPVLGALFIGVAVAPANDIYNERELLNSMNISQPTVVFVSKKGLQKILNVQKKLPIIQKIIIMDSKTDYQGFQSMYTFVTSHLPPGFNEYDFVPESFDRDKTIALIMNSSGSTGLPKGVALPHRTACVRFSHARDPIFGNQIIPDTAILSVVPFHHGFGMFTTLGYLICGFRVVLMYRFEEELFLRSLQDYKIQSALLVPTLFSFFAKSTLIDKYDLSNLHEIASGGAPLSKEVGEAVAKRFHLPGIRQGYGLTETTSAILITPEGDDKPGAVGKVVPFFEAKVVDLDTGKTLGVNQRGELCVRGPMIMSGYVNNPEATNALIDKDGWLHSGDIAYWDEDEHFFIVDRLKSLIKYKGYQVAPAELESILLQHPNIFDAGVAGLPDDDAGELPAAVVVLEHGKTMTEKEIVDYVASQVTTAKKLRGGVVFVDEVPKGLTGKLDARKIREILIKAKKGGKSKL
Hsp70 act: switches on Hsp70 transcription; HeLa Hsp70 promoter luciferase reporter, luminescence; scaled: vehicle 0, proteasome-inhibitor control 100%; AID 1203; activation, % at 10 µM; actives 0.04% (n = 200,000);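 active = activation above the mean across all tested compounds plus 3 SD, cutoff set per campaign, cut at about 5.5% in these data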;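 note: 100% = MG132 at 30 µM as the positive control and 0% = DMSO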
FLuc stim CS: firefly luciferase counter-screen for stimulation assays | ATPlite luciferase biochemical, luminescence, 10 min; 0 = ATP-free wells, 1 = DMSO control | activation factor at 10 µM | 200,000 tested, under 10 active;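 active = luciferase activation factor, scaled between plate controls, of at least 2 with compound at 10 µM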
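assay system = Luciferase/luciferin detection reagent, cell-free biochemical luciferase assay | also added = ATP substrate | times = 10 min post-reagent at room temperature | measured by = luminescence from luciferase reaction | measure = luciferase activation, seen as luminescence increase over controls | benchmarks = low control with PBS replacing ATP, high control enzyme plus ATP without compound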
G6PDH CS: L. mesenteroides G6PDH inhibition counter-screen | AID 1020 | actives 0.12% (n = 200,000) | Purified L. mesenteroides G6PDH, diaphorase/resazurin coupled fluorescence, 45 min | inhibition, % at 5 µM; in the data active = inhibition above about 50%
APP 5'UTR act: activates APP 5'UTR luciferase reporter. AID 1276. activation, % at 2 µM. actives 1% (n = 190,000). SH-SY5Y APP 5'UTR luciferase reporter, luminescence; zero percent = DMSO vehicle wells;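 active = activation above a set limit, based on mean plus 3 SD of controls, cut at about 140% in these data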; note: values of inactives mirror those of a sister screen read the other way
APP 5UTR inh: APP translation inhibition. actives 0.82% (n = 190,000). AID 1285. SH-SY5Y APP 5'UTR-luciferase reporter, luminescence. inhibition, % at 2 µM;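 active = inhibition above a set limit, derived from the sample mean plus 3 SD, cut at about 45% in these data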; note: values of inactives mirror those of a sister screen read the other way
Efa HMGR inh: blocks class II HMG-CoA reductase of Enterococcus faecalis. purified E. faecalis HMGR, NADPH absorbance 340 nm kinetic. inhibition, % at 10 µM. actives 0.41% (n = 190,000). AID 1066;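 active = inhibition above a set limit, the median over all tested compounds plus 3 SD, cut at about 9.5% in these data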;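 note: enzyme runs in reverse so mevalonate oxidation gives rising NADPH absorbance; 0% = complete reaction with DMSO and 100% = background rate lacking mevalonate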
STAT1 act: activators of IFN-gamma induced STAT1 signaling. NIH 3T3 STAT1-luciferase reporter, luminescence; 100% = IFN-gamma alone, no compound. activation (% of control), % at 5.5 µM. AID 932. actives 2.6% (n = 200,000);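 active = activation above the screen-wide mean activation plus 3 SD, cut at about 130% in these data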;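 note: raw ratio to IFN-gamma control signal so 100% means no change and 0% no light; values of inactives mirror those of a sister screen read the other way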
Active calls of the source: *; · = not tested or not shown.

SMILES | DTT redox prof | NF-kB expr up | FLuc inhib CS | Hsp70 act | FLuc stim CS | G6PDH CS | APP 5'UTR act | APP 5UTR inh | Efa HMGR inh | STAT1 act
CCN(CC)c1ccc(NC(=O)C2CC(=O)N(Cc3ccccc3)C2)cc1 (stereo unspecified) | -1.0 | 0.93 | 2 | -0.3 | 1 | 0 | 2 | -2 | 4 | 82
CCC(SCC(=O)OC)C(=O)Nc1nnc(C(C)C)s1 (stereo unspecified) | -1.0 | 1.1 | -4 | -0.6 | 1 | 1 | -3 | 4 | 2 | 98
COc1ccc(NC(=S)NNC(=O)OC(C)(C)C)cc1OC | 0.4 | 0.78 | -9 | 0.1 | 1.1 | 1 | 4 | -4 | 2 | 94
CCn1c(CNC(=O)c2ccccc2F)nnc1SCC(=O)NC1CCCCC1 | -0.1 | 1.1 | 0 | -0.2 | 1 | 11 | 11 | -11 | -1 | 96
COc1ccc(CCNC(=O)CSc2nc(N)cc(=O)[nH]2)cc1OC | -0.5 | 1.3 | -4 | -0.2 | 1 | 1 | 20 | -20 | -2 | 98
CC1(CC(=O)N/N=C/c2ccc(-c3cccc(C(F)(F)F)c3)o2)OCCO1 | -0.2 | 0.99 | -2 | -0.4 | 1 | 15 | 17 | -17 | -2 | 99
CC(C)(C)n1nnnc1C(c1cccc(C#N)c1)N1CCC(Cc2ccccc2)CC1 (stereo unspecified) | 0.0 | 1 | -1 | -0.3 | 1 | -20 | 2 | -2 | -6 | 104
Cc1cc(NC(=O)CSc2nnc(-c3c[nH]c4ccccc34)n2-c2ccc(Cl)cc2)no1 | -0.3 | 1.1 | -5 | 0.3 | 1.1 | 2 | 0 | 0 | -2 | 90
COCCN1C=C(C(=O)OC)C(c2ccccc2Cl)C(C(=O)OC)=C1 | -1.0 | 1.2 | -5 | -0.1 | 1.1 | 2 | 11 | -11 | -4 | 96
CCOc1cc(C2C(C#N)=C(N)Oc3n[nH]c(C)c32)ccc1OCCN1CCOCC1 (stereo unspecified) | 2.8 | 1.5 | 0 | -0.2 | 1 | 14 | -10 | 10 | 1 | 101
CCOc1ccc(C(=O)NCC(=O)OCc2c(F)cccc2Cl)cc1 | -0.3 | 1.2 | 2 | 0.1 | 1 | 5 | 7 | -7 | -1 | 102
CCN(CC)c1ncnc2sc(C(=O)N3CCN(c4ccccc4)CC3)c(C)c12 | -0.7 | 1.3 | -4 | -0.2 | 1 | -27 | 16 | -16 | -3 | 104
CC1=CCC2C(=O)N(c3nc(C)cc(C)n3)C(=O)C2C1 (stereo unspecified) | 3.2 | 1.3 | -1 | -0.5 | 1 | 20 | -3 | 3 | -9 | 105
O=C(NCc1ccco1)/C(=C\c1ccco1)NC(=O)c1ccc(Br)o1 | -0.3 | 1.3 | -2 | -0.4 | 1 | 16 | -19 | 19 | -1 | 107
CCOc1ccc2nc(NS(C)(=O)=O)sc2c1 | 0.7 | 1.2 | 11 | -0.3 | 0.9 | 6 | -6 | 6 | -1 | 112
Cc1cccc2sc(NC(=O)Cn3cccc3)nc12 | 0.0 | 1.2 | -4 | 0.0 | 1 | 4 | -10 | 10 | -2 | 95
C=CCNc1ncnc2c1[nH]c1ccc(C)cc12 | -0.3 | 4.5* | 41 | 0.2 | 0.6 | -20 | 179* | -179 | 3 | 139*
O=[N+]([O-])c1cccc(/C(=N/N=C/c2ccccc2Br)C23CN4CN(CN(C4)C2)C3)c1 | -11 | 1.4 | -5 | -0.2 | 1.1 | 5 | 1 | -1 | 1 | 97
COCc1cc(=O)[nH]c(/N=C(\N)Nc2cccc(C)c2)n1 | -0.1 | 1.2 | 2 | -0.5 | 1 | 4 | 18 | -18 | 2 | 100
COc1ccccc1-n1cnnc1SC(C)C(=O)Nc1ccc(NC(C)=O)cc1 (stereo unspecified) | -1.6 | 0.99 | -3 | 0.1 | 1 | 4 | 3 | -3 | -3 | 101

8 entries from above in a different format:
Values run as follows: DTT redox prof	NF-kB expr up	FLuc inhib CS	Hsp70 act	FLuc stim CS	G6PDH CS	APP 5'UTR act	APP 5UTR inh	Efa HMGR inh	STAT1 act
COc1ccc(CCNC(=O)CSc2nc(N)cc(=O)[nH]2)cc1OC
  -0.5	1.3	-4	-0.2	1	1	20	-20	-2	98
CC1(CC(=O)N/N=C/c2ccc(-c3cccc(C(F)(F)F)c3)o2)OCCO1
  -0.2	0.99	-2	-0.4	1	15	17	-17	-2	99
CC(C)(C)n1nnnc1C(c1cccc(C#N)c1)N1CCC(Cc2ccccc2)CC1 (stereo unspecified)
  0.0	1	-1	-0.3	1	-20	2	-2	-6	104
Cc1cc(NC(=O)CSc2nnc(-c3c[nH]c4ccccc34)n2-c2ccc(Cl)cc2)no1
  -0.3	1.1	-5	0.3	1.1	2	0	0	-2	90
COCCN1C=C(C(=O)OC)C(c2ccccc2Cl)C(C(=O)OC)=C1
  -1.0	1.2	-5	-0.1	1.1	2	11	-11	-4	96
CCOc1cc(C2C(C#N)=C(N)Oc3n[nH]c(C)c32)ccc1OCCN1CCOCC1 (stereo unspecified)
  2.8	1.5	0	-0.2	1	14	-10	10	1	101
CCOc1ccc(C(=O)NCC(=O)OCc2c(F)cccc2Cl)cc1
  -0.3	1.2	2	0.1	1	5	7	-7	-1	102
CCN(CC)c1ncnc2sc(C(=O)N3CCN(c4ccccc4)CC3)c(C)c12
  -0.7	1.3	-4	-0.2	1	-27	16	-16	-3	104

Further results follow.
SMILES | DTT redox prof | NF-kB expr up | FLuc inhib CS | Hsp70 act | FLuc stim CS | G6PDH CS | APP 5'UTR act | APP 5UTR inh | Efa HMGR inh | STAT1 act
CCN=C1S/C(=C\c2cc(Br)ccc2OCC(=O)OCC)C(=O)N1CC | 0.1 | 0.81 | -3 | 0.3 | 1 | 16 | -6 | 6 | -2 | 101
CN1CCN(CCOC2Cc3ccccc3Sc3ccc(Cl)cc32)CC1 (stereo unspecified) | 0.1 | 0.94 | 0 | -0.2 | 1 | 2 | -3 | 3 | 1 | 98
Cc1ccc(O)c(CP(=O)(c2ccccc2)c2ccccc2)c1 | 4.8 | 1 | -5 | -0.1 | 1.1 | 14 | -3 | 3 | -12 | 100
COc1ccc(C2=NCCn3cccc32)c(OC)c1 | -0.7 | 1.2 | -8 | -0.2 | 1.1 | -2 | 0 | 0 | -3 | 92
O=C(COC(=O)c1n[nH]c2ccccc12)NC(=O)NC1CCCC1 | 0.3 | 0.99 | -6 | 0.2 | 1.1 | -1 | -10 | 10 | 4 | 101
CC(C)Cn1c(SCC(=O)NC(=O)Nc2ccc3c(c2)OCCO3)nc2ccccc2c1=O | -2.3 | 1 | -7 | -0.3 | 1.1 | -3 | 0 | 0 | -3 | 91
Cc1ccc(Cl)cc1N1CCN(C(=O)c2cccc3c(=O)c(C)c(-c4ccccc4)oc23)CC1 | 12 | 0.48 | -4 | -0.5 | 1 | -2 | 2 | -2 | -1 | 94
O=C(Cn1cnc([N+](=O)[O-])n1)N/N=C/c1cccc(Cl)c1 | -1.1 | 0.99 | 1 | 0.0 | 1 | 0 | 16 | -16 | -8 | 91
CCCCOc1nc(N)nc(-c2ccccc2)n1 | -1.9 | 1.2 | -2 | -0.2 | 1 | -14 | 1 | -1 | -2 | 112
CCOC(=O)c1cccc(N2C(=O)c3ccccc3S2(=O)=O)c1 | -0.6 | 0.82 | 3 | -0.2 | 1 | 1 | 0 | 0 | -4 | 103
O=C(OCC(=O)N1CCCC1)c1c2c(nc3ccccc13)CCCCC2 | -0.7 | 0.89 | -2 | 0.3 | 1 | 2 | 20 | -20 | -1 | 95
COc1cccc(C2=Nc3cccc4cccc(c34)N2)c1 | 0.9 | 0.92 | 8 | -0.2 | 0.9 | -12 | -9 | 9 | 1 | 93
O=C(O)C(Cc1ccccc1)n1cnnn1 (stereo unspecified) | 2.6 | 1.1 | -4 | -0.1 | 1 | 2 | 4 | -4 | -4 | 99
O=C(COC(=O)c1ccccc1NC(=O)c1ccco1)NC1CC1 | -2.8 | 1.1 | -5 | -0.2 | 1 | 8 | -4 | 4 | 0 | 97
COc1ccccc1OCCC(=O)OCC(=O)Nc1ccc(S(=O)(=O)N2CCOCC2)cc1 | 0.2 | 0.97 | -5 | -0.1 | 1.1 | 6 | -5 | 5 | 0 | 103
CC(C)c1nc(CN2CCCCC2)cc(=O)[nH]1 | -0.5 | 1.1 | -4 | 0.0 | 1 | 14 | 5 | -5 | -2 | 106
CCn1c(=O)cc(N2CCC3(CC2)OCCO3)[nH]c1=O | -0.9 | 0.97 | 0 | -0.2 | 1 | -7 | 15 | -15 | 1 | 102
CC(NC(=O)/C=C/c1cnc2ccccc2n1)C12CC3CC(CC(C3)C1)C2 (stereo unspecified) | 0.1 | 0.86 | -1 | -0.5 | 1 | 0 | -37 | 38 | -1 | 99
COc1cc(C(=O)NNC(=S)NC(=O)c2ccccc2C)cc(OC)c1OC | -0.4 | 0.91 | -9 | -0.2 | 1.1 | 1 | -2 | 2 | -1 | 112
COc1ccc(CC2C(=O)OC(C)(C)OC2=O)cc1 | -0.7 | 1.1 | -5 | -0.2 | 1.1 | 2 | 10 | -10 | 0 | 93
Cc1nn(C)c(C)c1NC(=O)CSc1nnc(C)n1-c1ccccc1 | -0.6 | 1.1 | -4 | 0.6 | 1 | 3 | -9 | 9 | -1 | 98
CCC(C)n1[nH]c(=O)cc1N (stereo unspecified) | 0.8 | 1.1 | -4 | -0.1 | 1 | 4 | 19 | -20 | -1 | 99
Cc1ccc(C)c(C(=O)CSc2nnnn2C(C)C)c1 | 0.7 | 1.7 | -3 | -0.3 | 1 | 6 | -14 | 14 | -3 | 109
O=C(c1noc2c1CCCC2)N1CCN(c2ccc(F)cc2)CC1 | -0.4 | 1.2 | -8 | 0.2 | 1.1 | 5 | 14 | -14 | 4 | 110
CC(=O)N(C(C)=O)n1c(/C=C/c2ccc([N+](=O)[O-])cc2)nc2ccccc2c1=O | 0.7 | 1.3 | -1 | -0.1 | 1 | 1 | -5 | 5 | 5 | 100
Nc1ccc(N2CCCCC2)c(Cl)c1 | -0.6 | · | -10 | 0.3 | 1.1 | 10 | 12 | -12 | -4 | 102
Cc1nn(C(C)(C)C)c(N)c1-c1ccccc1 | -0.5 | 1.1 | 2 | 0.2 | 1 | 0 | -4 | 4 | -7 | 101
COc1ccccc1C1(O)CCN(CC(=O)Nc2nc(-c3ccccc3)cs2)CC1 | -0.9 | 0.69 | -4 | -0.1 | 1 | 0 | 6 | -6 | 3 | 105
CC(=O)Nc1cccc(C(=O)OCc2ccc(C(=O)Oc3ccc(Cl)cc3)cc2)c1 | 3.2 | 1.5 | -2 | -0.1 | 1 | 2 | 6 | -6 | -4 | 105
Cn1c(SCC(=O)c2ccc(F)cc2)nnc1-c1cccnc1 | -0.3 | 1.2 | -2 | 0.2 | 1 | 3 | 26 | -26 | -18 | 97

Compound activity: PubChem BioAssay, several laboratories
